# Assay outcomes: PubChem, Broad Institute
# Tcruzi prolif = inhibitors of T. cruzi proliferation; actives 5.9% (n = 77,000); inhibition, % at 8.34 µM; AID 624255; T. cruzi beta-gal in NIH3T3, GalScreen luminescence, 90 h;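 active means mean inhibition above about 93%, with at least 55% of replicates each passing it, limit read from the data, passing the limit was not always enough; inconclusive means only one of those two conditions holds; inactive means neither condition holds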
# KDM4C inh = blocks human GASC-1 (KDM4C) demethylase activity; GST-KDM4C 2-372, H3K9me3 peptide, LANCE TR-FRET; inhibition, % at 12.5 µM; actives 0.15% (n = 96,000);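 active means mean replicate inhibition above about 25%, with at least 55% of replicates also reaching it, limit read from the data, passing the limit was not always enough; inconclusive means only one of those two conditions met; inactive means neither condition met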
# Target sequence (Q9H3R0 2-372 limits assumed): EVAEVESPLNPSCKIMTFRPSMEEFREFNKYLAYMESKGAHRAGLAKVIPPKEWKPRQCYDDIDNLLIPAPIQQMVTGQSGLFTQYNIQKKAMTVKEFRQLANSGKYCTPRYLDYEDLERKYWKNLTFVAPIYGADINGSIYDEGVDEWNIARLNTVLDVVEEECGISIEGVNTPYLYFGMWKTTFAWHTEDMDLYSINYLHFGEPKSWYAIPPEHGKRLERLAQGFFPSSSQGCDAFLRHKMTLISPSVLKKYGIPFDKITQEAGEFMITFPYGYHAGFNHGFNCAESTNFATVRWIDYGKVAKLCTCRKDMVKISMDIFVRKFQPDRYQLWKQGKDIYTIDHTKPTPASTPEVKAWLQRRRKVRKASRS
#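 Material: N-terminal GST-fused human GASC-1 (KDM4C) fragment, residues 2-372. Input: 10 nM enzyme. Incubation: enzyme reaction 30 min, then detection 60 min, both room temperature. Doses: one test concentration per compound. Read-out basis: inhibition from TR-FRET ratio decrease. Detection: LANCE TR-FRET, excitation 340 nm, emissions 618 and 671 nm.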
# Pf Dd2 growth = P. falciparum Dd2 growth inhibition | SYBR Green, 72 h; hits give low values | activity change, % at 10 µM | actives 2.3% (n = 94,000) | AID 1159554; in the data active means activity change below about -80%; inconclusive means no clear call, values can overlap the other calls
# C diff HTS = inhibitors of Clostridium difficile growth; Clostridium difficile clinical isolate growth, OD600, 24 h; hits give low values; growth activity, negative = inhibition, % at 16 µg/mL (by protocol); actives 0.25% (n = 86,000); AID 1259249;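 active means mean growth activity at or below -80% and every replicate also at or below -80%; inconclusive means mean at or below -80% but some replicate above -80%; inactive means mean growth activity above -80%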;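 further: 0% = DMSO wells and -100% = levofloxacin 16 µg/mL wells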
# The depositor's hits bear a star; ? = inconclusive; · = no result given; & = joins results of further samples.
1	CC=Cc1ccc2n(c1=O)C[C@H]1[C@H](CO)[C@@H](C(=O)NCc3ccccn3)N(CC3CC3)[C@@H]21 (mixture of isomers)
2	CNC[C@@H]1OCCCC[C@H](C)Oc2ccc(NC(=O)CCC(F)(F)F)cc2C(=O)N([C@H](C)CO)C[C@H]1C
3	C[C@H](CO)N1C[C@H](C)[C@@H](CN(C)C)Oc2ncc(C#CC3(O)CCCC3)cc2C1=O
4	COc1ccc(CN(C)C[C@@H]2OCCCC[C@@H](C)Oc3ccc(NC(=O)Nc4ccc(F)cc4)cc3C(=O)N([C@H](C)CO)C[C@H]2C)cc1
5	CCCNC(=O)C[C@@H]1CC[C@@H]2[C@@H](COc3ccc(NC(=O)NC(C)C)cc3C(=O)N2C)O1

entry no.,1,2,3,4,5
Tcruzi prolif,5,43,1,?,22
KDM4C inh,4.1,3.7,-0.9,1.0,1.2
Pf Dd2 growth,·,·,74,-63,18
C diff HTS,2,-1,-5,16,-1

6	C[C@@H]1CN([C@@H](C)CO)S(=O)(=O)c2ccc(C#CCN(C)C)cc2O[C@@H]1CN(C)Cc1ccc(F)cc1
7	CC(C)CC#Cc1ccc([C@H]2[C@@H](CO)N3C(=O)CN(C(=O)Cc4ccccc4)C[C@H]23)cc1
8	C[C@@H]1CN([C@@H](C)CO)C(=O)c2cc(Br)cnc2O[C@@H]1CN(C)C(=O)Nc1ccccc1
9	Cc1cc(C(=O)Nc2cccc3c2O[C@@H](CN(C)Cc2ccc(C(=O)O)cc2)[C@H](C)CN([C@@H](C)CO)C3=O)n(C)n1
10	O=C(O)C[C@@H]1C[C@@H]2c3cc(NC(=O)NC4CCCCC4)ccc3O[C@@H]2[C@H](CO)O1

entry no.,6,7,8,9,10
Tcruzi prolif,61,·,4,·,-27
KDM4C inh,4.4,0.2,0.2,-0.5,0.7
Pf Dd2 growth,-54,-85*,11,6,3
C diff HTS,-1,-7,3,3,2

11	O=C(C[C@@H]1C[C@@H]2c3cc(NC(=O)C4CCOCC4)ccc3O[C@@H]2[C@@H](CO)O1)NCc1ccccc1F
12	O=S(=O)(N[C@@H]1CC[C@@H](CCn2cc(-c3cccc(F)c3)nn2)O[C@@H]1CO)c1ccccc1
13	CO[C@@H]1CN(C)C(=O)c2ccc(NC(C)=O)cc2OC[C@H](C)N(C(=O)C2CCCCC2)C[C@H]1C
14	COc1ccc(CN(C)C[C@@H]2Oc3ccc(NS(=O)(=O)c4ccccc4)cc3C(=O)N([C@H](C)CO)C[C@H]2C)cc1
15	C[C@@H]1CN([C@@H](C)CO)C(=O)c2cc(NC(=O)Nc3ccc(F)cc3)ccc2O[C@@H]1CN(C)C(=O)Nc1ccccc1

entry no.,11,12,13,14,15
Tcruzi prolif,-51,-3,27,·,0
KDM4C inh,11,-0.2,0.0,-0.5,-0.7
Pf Dd2 growth,-11,5,·,-26,-6
C diff HTS,0,-5,·,-5,-1

16	C[C@@H]1CN([C@H](C)CO)C(=O)c2cc(NC(=O)C3CCCCC3)ccc2O[C@H]1CN(C)Cc1ccc(C(=O)O)cc1
17	N#C[C@H]1[C@@H](c2ccc(C#CC3(O)CCCC3)cc2)[C@H](CO)N1C(=O)C1CC1
18	C[C@H](CO)N1C[C@H](C)[C@H](CN(C)S(=O)(=O)c2cccs2)Oc2c(NC(=O)CCCCCC(=O)Nc3ccccc3N)cccc2C1=O
19	C[C@H](CO)N1C[C@H](C)[C@H](CN(C)S(C)(=O)=O)Oc2ccc(NS(=O)(=O)c3ccc(Cl)cc3)cc2CC1=O
20	C[C@@H]1CN([C@H](C)CO)C(=O)c2cc(NC(=O)CCC(F)(F)F)ccc2O[C@H]1CN(C)Cc1ccc(C(=O)Nc2ccccc2N)cc1

entry no.,16,17,18,19,20
Tcruzi prolif,-16,100*,·,19,·
KDM4C inh,2.8,1.1,-0.5,1.0,-0.9
Pf Dd2 growth,34,-28,?,17,-53
C diff HTS,-4,14,-1,2,6

21	C[C@@H]1CN([C@H](C)CO)S(=O)(=O)c2ccc(C#Cc3ccccc3F)cc2O[C@@H]1CN(C)C(=O)Cc1ccncc1
22	O=C(C[C@@H]1CC[C@H]2NC[C@@H](O)COC[C@@H]2O1)NCCc1ccccc1
23	CNC[C@@H]1Oc2cc(-c3ccccc3F)ccc2S(=O)(=O)N([C@@H](C)CO)C[C@H]1C
24	C[C@H](CO)N1C[C@H](C)[C@H](CN(C)Cc2cccnc2)Oc2cc(-c3cncnc3)ccc2S1(=O)=O
25	O=C(Nc1ccc2c(c1)OCO2)N[C@H]1C=C[C@H](CC(=O)N2CCN(c3ccccc3)CC2)O[C@H]1CO

entry no.,21,22,23,24,25
Tcruzi prolif,·,36,·,27,-1
KDM4C inh,-1.8,3.5,-0.8,2.7,-0.1
Pf Dd2 growth,-60,2,-45,21,7
C diff HTS,12,-3,-1,6,·

26	C[C@@H]1CN([C@H](C)CO)C(=O)c2cc(C#CC3(O)CCCC3)cnc2O[C@H]1CN(C)Cc1ccccn1
27	O=C(C1CCOCC1)N1C[C@H]2[C@@H](c3ccccc31)[C@@H](CO)N2Cc1ccccc1Cl
28	Cc1noc(C)c1S(=O)(=O)Nc1ccc2c(c1)C(=O)N([C@H](C)CO)C[C@H](C)[C@@H](CN(C)C(=O)Nc1ccc3c(c1)OCO3)OCCCC[C@@H](C)O2
29	COc1cccc(S(=O)(=O)N2CC3(CCN(C)CC3)c3c([nH]c4cc(OC)ccc34)[C@@H]2CO)c1
30	C[C@H]1CCCCO[C@H](CN(C)S(=O)(=O)c2ccc(Cl)cc2)[C@@H](C)CN([C@@H](C)CO)C(=O)c2cc(NS(=O)(=O)c3cccs3)ccc2O1

entry no.,26,27,28,29,30
Tcruzi prolif,-27,-12,0,·,114*
KDM4C inh,1.5,2.6,3.2,-2.9,0.1
Pf Dd2 growth,4,-10,-17,-45,·
C diff HTS,-3,4,-6,-2,0

# Three of the entries above in order of their number in C diff HTS, low to high:
item | Molecule | C diff HTS
28 | Cc1noc(C)c1S(=O)(=O)Nc1ccc2c(c1)C(=O)N([C@H](C)CO)C[C@H](C)[C@@H](CN(C)C(=O)Nc1ccc3c(c1)OCO3)OCCCC[C@@H](C)O2 | -6
29 | COc1cccc(S(=O)(=O)N2CC3(CCN(C)CC3)c3c([nH]c4cc(OC)ccc34)[C@@H]2CO)c1 | -2
30 | C[C@H]1CCCCO[C@H](CN(C)S(=O)(=O)c2ccc(Cl)cc2)[C@@H](C)CN([C@@H](C)CO)C(=O)c2cc(NS(=O)(=O)c3cccs3)ccc2O1 | 0

# More compounds
31	CO[C@@H]1CN(C)C(=O)c2cc(NC(=O)c3nc4ccccc4s3)ccc2OC[C@@H](C)N(Cc2cncnc2)C[C@H]1C
32	CN(C)CC(=O)Nc1ccc2c(c1)[C@H]1C[C@@H](CC(=O)N(C)C)O[C@@H](CO)[C@H]1O2
33	COc1ccc(S(=O)(=O)Nc2ccc3c(c2)CC(=O)N([C@@H](C)CO)C[C@@H](C)[C@@H](CN(C)CC2CC2)O3)cc1
34	COc1ccc(S(=O)(=O)Nc2cccc3c2O[C@@H](CN(C)S(=O)(=O)c2ccc(OC)cc2)[C@H](C)CN([C@H](C)CO)C3=O)cc1
35	COc1ccc(NC(=O)Nc2ccc3c(c2)C(=O)N([C@H](C)CO)C[C@H](C)[C@@H](CN(C)C(=O)Nc2ccc(C(F)(F)F)cc2)OCCCC[C@@H](C)O3)cc1

entry no.,31,32,33,34,35
Tcruzi prolif,-42,-8,63,·,112
KDM4C inh,0.0,0.1,0.0,-0.1,0.0
Pf Dd2 growth,-18,22,-17,17,-66
C diff HTS,·,-3,-2,5,-8

36	O=C(NCc1ccccc1Cl)[C@H]1[C@H](CO)[C@H]2Cn3c(cccc3=O)[C@H]2N1C(=O)C1CCC1
37	CN1c2ccc(-c3cccc(F)c3)cc2[C@@H]2[C@@H](CCN2C(=O)C2CC2)[C@@H]1CO
38	C[C@H]1CN([C@@H](C)CO)C(=O)CCCn2cc(nn2)CO[C@@H]1CN(C)Cc1cccc2c1OCCCO2
39	COc1ccc(S(=O)(=O)Nc2cccc3c2O[C@@H](CN(C)S(=O)(=O)c2ccccc2)[C@H](C)CN([C@@H](C)CO)C3=O)cc1
40	CO[C@@H]1CN(C)C(=O)c2ccc(NC(=O)c3nc4ccccc4s3)cc2OC[C@@H](C)N(Cc2cccnc2)C[C@@H]1C

entry no.,36,37,38,39,40
Tcruzi prolif,19,78,-25,32,102*
KDM4C inh,0.2,-4.2,1.9,-2.1,1.6
Pf Dd2 growth,0,-76,-47,13,-63
C diff HTS,-3,-19,·,-5,-2

41	O=C(N[C@H]1CC[C@H](CCNC(=O)C2CCCC2)O[C@@H]1CO)c1ccccn1
42	COc1cccc(CNC(=O)C[C@H]2C=C[C@@H](NC(=O)C3CC3)[C@H](CO)O2)c1
43	COc1ccc(NC(=O)Nc2ccc3c(c2)CC(=O)N([C@H](C)CO)C[C@H](C)[C@@H](CN(C)CC2CC2)O3)cc1
44	C[C@@H]1CN([C@H](C)CO)C(=O)c2cc(NC(=O)Nc3ccc(C(F)(F)F)cc3)ccc2O[C@H]1CN(C)Cc1ccc(Oc2ccccc2)cc1
45	COC(=O)[C@@H]1[C@@H](CO)[C@@H]2Cn3c(ccc(-c4ccncc4)c3=O)[C@@H]2N1Cc1ccccc1F

entry no.,41,42,43,44,45
Tcruzi prolif,·,·,20,-33,62
KDM4C inh,-1.0,4.1,0.2,0.3,2.8
Pf Dd2 growth,-10,21,-66,4,-6
C diff HTS,-2,0,-6,·,6

46	CNC(=O)C[C@H]1CC[C@@H]2[C@H](COc3ccc(NC(=O)c4cscn4)cc3C(=O)N2C)O1
47	COc1ccc2c3c(n(C)c2c1)[C@@H](CO)N(Cc1ccncc1)CC31CCN(C(=O)NC(C)C)CC1
48	COCC(=O)N1[C@H](CO)[C@H](c2ccccc2-c2cccc(C)c2)[C@@H]1C#N
49	COc1ccccc1-c1cn(CC[C@H]2CC[C@@H](NC(=O)C3CC3)[C@H](CO)O2)nn1
50	O=C(C[C@H]1CC[C@@H]2[C@H](COC[C@H](O)CN2CCC(F)(F)F)O1)NCC1CC1

entry no.,46,47,48,49,50
Tcruzi prolif,69,·,·,·,43
KDM4C inh,0.1,0.0,-1.6,-2.8,0.8
Pf Dd2 growth,-14,-34,21,7,4
C diff HTS,0,2,-9,2,7

51	C/C=C/c1ccc([C@@H]2[C@H](CO)N(C(=O)C3CCCC3)C23CN(S(C)(=O)=O)C3)cc1
52	C[C@H](CO)N1C[C@H](C)[C@@H](CN(C)C)Oc2ccc(NC(=O)c3ccncc3)cc2CC1=O
53	C[C@H](CO)N1C[C@H](C)[C@@H](CN(C)S(C)(=O)=O)Oc2ncc(C3=CCCC3)cc2C1=O
54	C[C@H]1CCCCO[C@H](CN(C)CC2CCCCC2)[C@@H](C)CN([C@@H](C)CO)C(=O)c2cc(NS(=O)(=O)c3cn(C)cn3)ccc2O1
55	O=C(O)C[C@H]1CC[C@H](NC(=O)Nc2cc(F)ccc2F)[C@@H](CO)O1

entry no.,51,52,53,54,55
Tcruzi prolif,·,·,·,10,·
KDM4C inh,-2.1,0.8,0.4,2.7,0.6
Pf Dd2 growth,-26,6,-29,21,13
C diff HTS,10,-1,-2,0,-1

56	CC(C)C#Cc1ccc([C@H]2[C@H](CO)N3C(=O)CN(C(=O)c4ccccn4)C[C@@H]23)cc1
57	COc1cccc(C#Cc2cnc3c(c2)C(=O)N([C@H](C)CO)C[C@@H](C)[C@H](CN(C)C(=O)C2CCCCC2)O3)c1
58	C/C=C/c1ccc([C@@H]2[C@@H](CO)N(C(=O)C3CCCCC3)C23CN(C(=O)NC(C)C)C3)cc1
59	O=C(Cc1ccncc1)NCC[C@@H]1CC[C@@H](NC(=O)C2CCCCC2)[C@@H](CO)O1
60	Cc1ccc(S(=O)(=O)N(C)C[C@H]2Oc3cc(Br)ccc3S(=O)(=O)N([C@@H](C)CO)C[C@H]2C)cc1

entry no.,56,57,58,59,60
Tcruzi prolif,·,98,·,·,·
KDM4C inh,1.1,-2.9,0.2,-1.3,-3.0
Pf Dd2 growth,9,-68,-16,10,10
C diff HTS,3,22,-2,0,4

61	CC(C)c1cccc(NC(=O)C[C@H]2CC[C@H]3[C@@H](COc4ccc(NS(=O)(=O)c5ccccc5Cl)cc4C(=O)N3C)O2)c1
62	COc1ccc(CN(C)C[C@@H]2Oc3ccc(NC(=O)Nc4ccc(OC)cc4)cc3CC(=O)N([C@@H](C)CO)C[C@H]2C)cc1
63	C[C@H](CO)N1C[C@H](C)[C@H](CN(C)CC2CCCCC2)Oc2c(NC(=O)Nc3ccc(F)cc3)cccc2C1=O
64	O=C(C[C@H]1CC[C@H]2[C@@H](COC[C@H](O)CN2Cc2ccc(C(F)(F)F)cc2)O1)N1CCc2ccccc2C1
65	C[C@@H](NC(=O)[C@@H]1[C@@H](CO)[C@@H]2Cn3c(cccc3=O)[C@H]1N2Cc1ccncc1)c1ccccc1

entry no.,61,62,63,64,65
Tcruzi prolif,-41,70,21,·,-1
KDM4C inh,-0.4,8.0,-0.7,0.7,0.4
Pf Dd2 growth,-15,-73,-54,-39,3
C diff HTS,-7,-4,18,48&5,3
